SRC3 TRFRET art: TR-FRET detection interference compounds, artefact control for PPARgamma SRC-3 recruitment agonists, biochemical, TR-FRET ratio; 0.39% of 99,000 active; TR-FRET artefact counter-screen, PPARgamma/SRC-3 format; active compounds read high; TR-FRET ratio at 8 µM; in the data active = TR-FRET ratio above about 2000; note: inactives centre near 1600
SRC1 TRFRET art: TR-FRET detection interference compounds, primary screen, artefact control for PPARgamma SRC-1 recruitment agonists, biochemical, TR-FRET emission ratio; AID 1051, 2008; 0.34% of 99,000 active; TR-FRET detection artefact counter-screen; active compounds read high; TR-FRET ratio at 8 µM; in the data active = TR-FRET ratio above about 2300; note: inactives centre near 1800
Active calls of the source: *. This is a subset; count on the stated rates, not on these rows.

Values run as follows: SRC3 TRFRET art | SRC1 TRFRET art
Cc1ccc(OCC(=O)N2c3ccccc3CC2C)c([N+](=O)[O-])n1 (stereo unspecified)
→ 1587 | 1829
CC1CC(C)(C)NC(=S)N1CC(=O)NCc1ccc2c(c1)OCO2 (stereo unspecified)
→ 1672 | 1849
Cc1cccc(C(=O)O/N=C(/c2ccccc2)c2ccncc2)c1
→ 1517 | 1836
CCN(c1ccccc1)S(=O)(=O)c1ccc(Cl)c(NC(=O)COC(=O)c2ccc(O)cc2)c1
→ 1587 | 1911
COc1ccccc1NC(=S)N(Cc1ccco1)Cc1cc2cccc(C)c2[nH]c1=O
→ 1591 | 1762
c1ccc(CSc2ccc(-c3cccnc3)nn2)nc1
→ 1557 | 1740
COc1ccc(N2CCN(C(=S)Nc3ccc(C)cc3C)CC2)cc1
→ 1614 | 1684
Cc1ccc(C)c(Cn2c(=O)n(CCCC(=O)NCc3ccco3)c(=O)c3ccccc32)c1
→ 1618 | 2021
Cn1ccnc1Sc1cc(NCCCO)c([N+](=O)[O-])c2nonc12
→ 1720 | 1570
COc1ccccc1-n1cnnc1SC(C)C(=O)Nc1cccc([N+](=O)[O-])c1 (stereo unspecified)
→ 1596 | 1909

Rewritten with each value named: 4 of the compounds above.
COc1ccccc1-n1cnnc1SC(C)C(=O)Nc1cccc([N+](=O)[O-])c1 (stereo unspecified)
  SRC3 TRFRET art = 1596	SRC1 TRFRET art = 1909

COc1ccc(N2CCN(C(=S)Nc3ccc(C)cc3C)CC2)cc1
  SRC3 TRFRET art = 1614	SRC1 TRFRET art = 1684

Cc1ccc(OCC(=O)N2c3ccccc3CC2C)c([N+](=O)[O-])n1 (stereo unspecified)
  SRC3 TRFRET art = 1587	SRC1 TRFRET art = 1829

c1ccc(CSc2ccc(-c3cccnc3)nn2)nc1
  SRC3 TRFRET art = 1557	SRC1 TRFRET art = 1740

Next part.
Values run as follows: SRC3 TRFRET art | SRC1 TRFRET art
COc1ccc(OC)c(C(=O)c2ccc(C(=O)Nc3cccc4ccccc34)cc2)c1
→ 1540 | 2048
Cc1sc2nc(SC3CCOC3=O)n(Cc3ccccc3)c(=O)c2c1C (stereo unspecified)
→ 1610 | 1700
c1ccc(C2CNCc3c2ccc2ccccc32)cc1 (stereo unspecified)
→ 1305 | 1749
CCCCc1nnc(NC(=O)c2nc3nccc(C)n3n2)s1
→ 1436 | 1574
O=C(Nc1nc(-c2ccccc2)cs1)c1ccc2c(=O)n3c(nc2c1)CCCCC3
→ 1597 | 1879
CO/N=C\CC(=O)Nc1ccc(Oc2ccccc2)cc1
→ 1385 | 1623
COc1cccc(OCC(=O)NNC(=O)C(=O)N2CCCC2)c1
→ 1658 | 1950
O/N=C/c1cn(-c2ccccc2)nc1-c1cccnc1
→ 1606 | 1831
Cc1nc2c(=O)[nH]c3ccccc3c2o1
→ 1422 | 1753
CCCCC(=O)NS(=O)(=O)c1ccc(N=NN2CCOCC2)cc1
→ 1810 | 1737
Cc1ccc(CSc2nnc(SCC(=O)N/N=C/c3c[nH]c4ccccc34)s2)cc1
→ 1728 | 1974
CC(C)(C)C(=O)C[n+]1ccc(C(N)=O)cc1
→ 1608 | 1762
Cc1c(Cl)cccc1NC(=S)N1CCN(c2ccccn2)CC1
→ 1459 | 1855
Clc1cccc(NCc2cn3cccnc3n2)c1
→ 1674 | 2081
COc1cccc(/C(N)=N/OC(=O)Cc2ccccc2[N+](=O)[O-])c1
→ 1666 | 1787
CCCCCCCC(=O)NNC(=O)c1c(O)c2ccccc2n(CCC)c1=O
→ 1641 | 1784
Cc1cc(SCC(=O)NC(=O)NCc2ccco2)nc2c(C)cccc12
→ 1600 | 2065
O=C(Nc1ccccc1)N1CCN(S(=O)(=O)c2ccccc2)CC1
→ 1633 | 1809
Cc1cc(C)cc(NC(=S)NCCSc2ccc(Cl)cc2)c1
→ 1746 | 1801
CCOc1ccc(NC(=O)CCCN2C(=S)NC(C)(C)CC2C)cc1 (stereo unspecified)
→ 1625 | 1739
Cc1cc(C)c2nc3c(c(C(=O)O)c2c1)CCC3
→ 1731 | 1785
CCn1c(SCC(=O)N/N=C/C(C)=C\c2ccco2)nnc1-c1ccccc1
→ 1535 | 1757
C=CC#CC[N+]1(CC#Cc2ccccc2)CCOCC1
→ 1661 | 1825
CN(C)S(=O)(=O)c1ccc(N2CCCC2)c(C(=O)Nc2ccccc2OC(F)F)c1
→ 1632 | 2175
Cc1ccc(-n2nnnc2SCC(=O)N(CC(C)C)c2c(N)n(CC(C)C)c(=O)[nH]c2=O)cc1
→ 1486 | 1790
CCC1(C)Cc2ccccc2-c2nc3n(c(=O)c21)CCS3 (stereo unspecified)
→ 1828 | 2053
CN(Cc1cnn(-c2ccc(F)cc2)c1)Cc1nc(Cc2ccccc2)no1
→ 1646 | 1652
CC(C)Oc1cccc(C(=O)NC(=S)Nc2cccnc2)c1
→ 1540 | 1853
CCOC(=O)c1ccc(NC(=S)NC(=O)COc2ccccc2)cc1
→ 1402 | 1784
Fc1c(F)c(F)c(N/N=C/c2c[nH]c3ccccc23)c(F)c1F
→ 1494 | 1794
Cn1c(=O)c2c(nc(N3CCOCC3)n2CCc2ccccc2)n(C)c1=O
→ 1766 | 1987
O=C(NC(N1CCCCCC1)C(Cl)(Cl)Cl)c1ccccc1Cl (stereo unspecified)
→ 1436 | 1653
CCOc1ccc(C(=O)Nn2cnnc2)cc1
→ 1635 | 1824
N#CC1=C(N)OC2=C(C(=O)CCC2)C1c1ccc(OC(=O)N2CCOCC2)cc1 (stereo unspecified)
→ 1435 | 1696
O=C1c2ccccc2C(=O)N1CCCON1C(=O)c2ccccc2C1=O
→ 1578 | 2057
Oc1ccc(-c2nccc(-c3ccc(Cl)cc3Cl)n2)cc1
→ 1477 | 1593
CCOC(=O)C(=NCCCN(C)C)NNc1ccc(Br)cc1
→ 1654 | 1944
CCN1CCN(CCCN(Cc2ccco2)C(=S)Nc2ccc(C)c(Cl)c2)CC1
→ 1728 | 1952
Clc1ccc(-n2nnc(-c3cccnc3Cl)n2)cc1Cl
→ 1716 | 1747
COC(=O)c1cc(NC(=O)c2ccc(-c3ccccc3)cc2)ccc1Cl
→ 1506 | 1723
Nc1nc2nccc(-c3ccco3)n2n1
→ 1593 | 2158
CN(Cc1cccs1)C(=O)CSc1nc(N)cc(N)n1
→ 1488 | 1769
CCc1ccc(OCC(=O)NC2CC(C)(C)NC(C)(C)C2)cc1
→ 1520 | 2024
CCNC(=S)N/N=C(\C)c1ccc2c(c1)OCCO2
→ 1417 | 1692
Cc1ccccc1-n1c(=S)[nH]c2nc3c(cc2c1=O)CCCC3
→ 1483 | 1728
CCC(C)NCCCOc1ccc(Cl)cc1C(C)(C)C (stereo unspecified)
→ 1494 | 1862
CCn1cc(CNCc2cn[nH]c2-c2cc3ccccc3o2)cn1
→ 1667 | 1918
Cc1ccc(CN2CCN(/N=C/c3cccs3)CC2)cc1
→ 1605 | 1930
COC(=O)c1nnn(-c2nonc2N)c1CSc1nnc(N)s1
→ 1538 | 1964
Oc1c(C(Nc2cccc(C(F)(F)F)c2)c2cccnc2)ccc2cccnc12 (stereo unspecified)
→ 1519 | 1652

Further structures follow.
structure	SRC3 TRFRET art	SRC1 TRFRET art
CCOc1ccccc1/C=C(\NC(=O)c1ccccc1)C(=O)NCCC(=O)O	1501	1506
COC(=O)C(NC(C)=O)(Nc1nc2c(s1)CCCC2)C(F)(F)F (stereo unspecified)	1445	1797
CC(C)(C)c1cc(NC(=O)CSc2nncs2)n(-c2ccccc2)n1	1730	1838
O=C(COc1ccc(Br)cc1)N1CCN(c2ccc([N+](=O)[O-])c(N3CCCCC3)c2)CC1	1759	1726
CCC(CO)NS(=O)(=O)c1cc(-c2nn(C)c(=O)c3ccccc23)ccc1C (stereo unspecified)	1439	1586
CCOC(=O)N1CCc2c(sc3c2c(=O)n(Cc2ccccc2)c(=O)n3CC(=O)NCCOC)C1	1652	2035
C/C(=N/NC(=O)CCC(=O)Nc1cccc(Cl)c1)c1ccc(C)cc1	1638	1822
CC1=Nc2ccc(Br)cc2C(c2ccccc2)N1CC(=O)O (stereo unspecified)	1571	1680
Nc1ccc(Cc2ccccn2)cc1	1590	1800
CNC(=O)c1cc2cc(OC)ccc2oc1=N	1763	2065
N#CC1=C(N)Oc2n[nH]c(-c3ccc(F)cc3)c2C1c1ccncc1 (stereo unspecified)	1652	1474
C=C(C)c1cccc(C(C)(C)NC(=O)NCc2ccncc2)c1	1508	1907
CC(=O)c1ccc(S(=O)(=O)N2CCC(NC(=O)Nc3cccc(F)c3)CC2)cc1	1665	1687
O=C(/C=C/c1ccccc1)/C=C/c1ccccc1	1462	1649
CC(C)(C)C1CCc2c(sc(NC(=O)CSc3nnc(-c4ccccc4)o3)c2C#N)C1 (stereo unspecified)	1823	2157
COc1cc(/C=C(\C#N)C(=O)NC(C)C)cc(Cl)c1O	1598	2004
CCCC(=O)NC(=S)Nc1ccc(N2CCOCC2)c(Cl)c1	1717	1801
Cc1ccc(S(=O)(=O)N(C)C)cc1NC(=O)c1ccc(OC(F)(F)F)cc1	1602	1924
C[C@@H](C(=O)NCC1CC1)[C@@H]1C[C@@]1(C)[C@@H](NC(=O)OCc1ccccc1)c1ccccc1	1618	1651
CC(C)(C)C(=O)N1CCC[C@H]1C(O)(c1ccccc1)c1ccccc1	1642	1932
CCOc1cccc(OCCOCCOc2ccccc2C(C)=O)c1	1638	1975
O=C(O)C1=C[C@@H](c2ccc(C(F)(F)F)cc2)C[C@@H](OCc2ccc(CO)cc2)O1	1576	1656
COc1cccc(-c2nc(Oc3cc(C)cc(C)c3)c3ccccc3n2)c1O	1696	1980
COCN(C#N)c1nc(N(C)C)nc(N(C)C)n1	1433	1651
Cc1c(-c2ccccc2)nc(-c2ccccc2)[nH]c1=O	1616	1787
COC(=O)CNc1nc(Cl)nc(Nc2ccc(C)cc2)n1	1593	2014
CCOc1cccc2cc(-c3csc(NC(=O)CCC(=O)NCCCN4CCC(C)CC4)n3)c(=O)oc12	1615	1963
CCOC(=O)c1[nH]cnc1C(=O)Nc1ccccc1C	1539	1819
COc1ccc(-n2cc(CN(C)C3CCOCC3)c(-c3cccc(F)c3)n2)cc1	1679	1714
CC(CCc1ccccc1)NC(=O)/C=C/c1ccc(F)cc1 (stereo unspecified)	1442	1573
COc1cc2[nH]c(=O)n(CCCC(=O)N3CC=C(c4ccccc4)CC3)c(=O)c2cc1OC	1760	1892
O=C(Cc1cccs1)Nc1cccc(-c2nnc(-c3ccco3)o2)c1	1512	1840
Cc1c(Cl)c([N+](=O)[O-])nn1CCCC(=O)Nc1sc2c(c1C(N)=O)CCC(C)C2 (stereo unspecified)	1685	1733
COc1ccc(-n2cc(C(=O)O)c(=O)cc2C)cc1	1541	1885
C/C(=N/O)c1ccccn1	1633	1681
CC(C)CNc1nc(NC(C)(C)C)nc(Oc2ccc(=O)[nH]n2)n1	1493	1762
CN=C1SC(CC(=O)Nc2ccccc2F)C(=O)N1C (stereo unspecified)	1468	1983
O=C(CSc1nncn1-c1ccccc1)Nc1cccc(S(=O)(=O)N2CCCCC2)c1	1727	1586
CN1CC(=O)N(CC(=O)N2CCC(Cc3ccccc3)CC2)C1=O	1637	1973
CCCC1=NN(C(=O)Cc2ccc([N+](=O)[O-])cc2)C(O)(C(F)(F)F)C1 (stereo unspecified)	1622	1756
CCC(=O)Nc1cccc(SC)c1	1636	1922
Cc1ccoc1C(=O)N1CCCCC1C(=O)O (stereo unspecified)	1792	1688
CCN(C(=O)COC(=O)c1ccc(OC)c(S(=O)(=O)N2CCCc3ccccc32)c1)C1CCS(=O)(=O)C1 (stereo unspecified)	1496	1921
CC(Oc1ncnc2ccccc12)C(=O)Nc1cccc(S(=O)(=O)N2CCOCC2)c1 (stereo unspecified)	1711	1701
COc1ccc(OC)c(-n2c(=S)[nH]c3c(sc(=S)n3-c3ccccc3)c2=O)c1	1415	1740
Cc1cc(/C=C2/NC(=O)NC2=O)c(C)n1-c1ccncc1	1807	1935
COc1ccc(C(=O)NCCSc2ccccc2)cc1OC	1472	1701
O=C(Cc1cccc(Cl)c1)Nc1ccc(Br)cc1	1609	1756
CCN(CC)CCNc1cc(C)nc2c1C(=O)C(=O)C=C2N1CCCCC1	1821	1967
Cc1ccc(C(=O)N2CCN(C(=O)c3ccccc3)C2c2ccc(N(C)C)cc2)cc1 (stereo unspecified)	1279	1659

Rewritten as labelled records: part of the list above
Cc1ccc(C(=O)N2CCN(C(=O)c3ccccc3)C2c2ccc(N(C)C)cc2)cc1 (stereo unspecified)
- SRC3 TRFRET art = 1279
- SRC1 TRFRET art = 1659

CCN(C(=O)COC(=O)c1ccc(OC)c(S(=O)(=O)N2CCCc3ccccc32)c1)C1CCS(=O)(=O)C1 (stereo unspecified)
- SRC3 TRFRET art = 1496
- SRC1 TRFRET art = 1921

O=C(Cc1cccc(Cl)c1)Nc1ccc(Br)cc1
- SRC3 TRFRET art = 1609
- SRC1 TRFRET art = 1756

Cc1cc(/C=C2/NC(=O)NC2=O)c(C)n1-c1ccncc1
- SRC3 TRFRET art = 1807
- SRC1 TRFRET art = 1935

Further structures follow:
structure	SRC3 TRFRET art	SRC1 TRFRET art
S=c1[nH]c(-c2ccccc2)cn1/N=C/c1cccc2ccccc12	1602	1885
CCOC(=O)N/N=C/c1c(F)c(F)c(F)c(F)c1F	1495	1613
CCC(C(=O)Nc1ccsc1C(=O)OC)c1ccccc1 (stereo unspecified)	1572	2067
C#CCOCCOCCOCCNc1nc(N2CCN(C(=O)[C@H]([C@@H](C)O)n3cc(CCCCN)nn3)CC2)nc(N2CCN(C(=O)[C@H]([C@@H](C)CC)n3cc(CCCN=C(N)N)nn3)CC2)n1	1562	1734
COc1ccc(C2CC(c3c(O)cc(C)oc3=O)=NCCS2)c(OC)c1 (stereo unspecified)	1551	1776
Cc1ccnc(SCc2cc(=O)c(OC(=O)c3ccc(S(=O)(=O)N4CCCC4)cc3)co2)n1	1584	1711
COc1ccc(-c2csc(-n3ncc(-c4ccccn4)c3N)n2)cc1	1549	1757
CC(Cc1ccccc1)C(=O)NCc1nc2ccccc2s1 (stereo unspecified)	1549	1761
Cc1cccc(C)c1NC(=O)COC(=O)C1CC(=O)N(Cc2ccccc2)C1 (stereo unspecified)	1652	2014
CCOC(=O)C1C(=O)NC(N2CCCCC2)=NC1C(C)C (stereo unspecified)	1796	1600

From PubChem BioAssay
